CHO-K1 Ca PAM: M1 PAM counterscreen hit in parental CHO-K1 cells; ATP EC20, Fluo-8 calcium fluorescence; 0% at ATP EC20, 100% at ATP max; activation, % at 3 µM; AID 602247; 360,000 tested, 0.02% active;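 active = activation above the run cutoff, the mean activation of all test compounds plus 3 SD, cut at about 40% in these data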;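 also: peak over basal fluorescence ratio in a 140 s read after ATP addition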
M1 ag parental: M1 agonist counterscreen hit in parental CHO-K1 cells | Fluo-8 calcium fluorescence; scaled to maximal ATP response, vehicle zero | activation, % at 3 µM | 360,000 tested, 0.48% active | AID 602248; in the data active = activation above about 15%;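 also: untransfected CHO-K1 host cells lacking M1 receptor as counterscreen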
TAAR1 antagonist: antagonists of human TAAR1 | Q96RJ0 | CHO RD-HGA16 TAAR1, Fluo-8 calcium fluorescence, antagonist | inhibition, % at 3 µM | 360,000 tested, 1.5% active | AID 624466;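 active = inhibition above a per-plate cutoff, the mean inhibition of test compounds on that plate plus 3 SD, cut at about 49% in these data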;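 also: 0% = DMSO plus EC80 beta-PEA response and 100% = DMSO alone without agonist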
Target sequence (Q96RJ0 whole entry, looked up): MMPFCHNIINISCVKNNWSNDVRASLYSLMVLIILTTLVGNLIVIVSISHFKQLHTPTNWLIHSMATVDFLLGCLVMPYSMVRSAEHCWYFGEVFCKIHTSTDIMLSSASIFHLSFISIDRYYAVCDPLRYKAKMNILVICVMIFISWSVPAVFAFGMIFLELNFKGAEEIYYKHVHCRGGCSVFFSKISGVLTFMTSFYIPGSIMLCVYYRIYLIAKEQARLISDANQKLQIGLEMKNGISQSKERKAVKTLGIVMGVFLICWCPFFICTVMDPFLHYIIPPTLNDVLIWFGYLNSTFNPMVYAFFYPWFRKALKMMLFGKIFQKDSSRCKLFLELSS
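Material: CHO RD-HGA16 cells bearing hTAAR1; compound dosing: one-point dosing, 3 µM nominal final; schedule: dye loading 75 min at 37 °C, then 30 min room temperature; measured by: calcium fluorescence with Fluo-8; control set: vehicle and agonist controls; replication: n of 1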
GPR7 antagonist: antagonists of human GPR7 (neuropeptides B/W receptor 1). P48145. GPR7-expressing cells, fluorescence antagonist assay. inhibition, % at 4.4 µM. 290,000 tested, 1.1% active. AID 1861; in the data active = inhibition above about 16%, passing the limit was not always enough;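 also: cells stimulated with the agonist NPW; 0% = agonist with vehicle and 100% = vehicle without agonist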
Target sequence (P48145 whole entry, looked up): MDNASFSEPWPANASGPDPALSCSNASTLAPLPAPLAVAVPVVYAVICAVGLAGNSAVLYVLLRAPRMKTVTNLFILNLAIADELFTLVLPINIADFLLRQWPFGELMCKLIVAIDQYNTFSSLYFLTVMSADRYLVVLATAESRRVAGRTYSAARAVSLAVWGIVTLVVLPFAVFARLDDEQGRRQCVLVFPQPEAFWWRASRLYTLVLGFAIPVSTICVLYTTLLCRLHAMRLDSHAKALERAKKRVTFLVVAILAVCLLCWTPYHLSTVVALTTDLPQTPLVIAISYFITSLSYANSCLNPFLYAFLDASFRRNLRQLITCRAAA
CHO-K1 Ca antag: nonselective inhibitor or artifact in parental CHO-K1 cells; ATP-induced calcium, Fluo-8 fluorescence; inhibition, % at 3 µM; 360,000 tested, 0.6% active;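 active = inhibition above a per-plate cutoff, the plate's mean sample inhibition plus 3 SD, cut at about 24% in these data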;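 also: 0% = DMSO plus EC80 ATP and 100% = DMSO alone without ATP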
CHO parental Ca: counter-screen: ATP calcium response change in parental CHO cells. parental CHO-K1, ATP-induced calcium, Fluo-8 fluorescence. 330,000 tested, 0.63% active. inhibition, % at 5.6 µM. AID 463079;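 active = inhibition above that plate's mean sample inhibition plus 3 SD, cut at about 26% in these data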;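 also: 0% = ATP-challenged DMSO wells and 100% = DMSO wells without ATP; some compounds past the cut are filed as inactive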
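Material: parental CHO cells / Compound: single nominal dose of 5.6 µM per compound / Signal: Fluo-8 fluorescence / Replicates: singlicate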
OXTR potentiate: human OXTR potentiation. 320,000 tested, 0.061% active. AID 2445. activation, % at 3 µM. CHO-OTR cells, Fluo-8 calcium fluorescence, potentiator mode; 0% = oxytocin EC15, 100% = EC100;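 active = activation above that plate's cutoff, the mean activation of tested compounds plus 3 SD, cut at about 6.6% in these data, passing the limit was not always enough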;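 also: 100% uses oxytocin at 75 nM as the full agonist control; some results filed as inactive read as strong as hits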
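test system = CHO-OTR cells, human receptor | compound = single-point 3.0 µM | schedule = 6 min compound pre-incubation at room temperature, 100 s kinetic read | signal = Fluo-8 no-wash calcium dye fluorescence, excitation 470-495 nm, emission 515-575 nm | repeats = single well per compound, singlicate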
OXTR ag: agonists of human oxytocin receptor; P30559; CHO-OTR cells, Fluo-8 calcium fluorescence; normalized: DMSO 0%, oxytocin 100%; activation, % at 3 µM; 320,000 tested, 0.32% active;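 active = activation above the mean of all tested compounds plus 3 SD, cutoff set per screening run, cut at about 20% in these data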;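 also: peak over basal fluorescence ratio from a 100 s FLIPR kinetic read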
V1R ag counter: V1a receptor agonism, counter-screen for OXTR agonists. CHO-V1R cells, Fluo-8 calcium fluorescence, agonist mode; 0% DMSO, 100% 3 nM vasopressin. P37288. activation, % at 3 µM. 320,000 tested, 0.25% active;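 active = activation above the mean activation of all tested compounds plus 3 SD, per screening run, cut at about 20% in these data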;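 also: signal is peak over basal fluorescence ratio across a 100 second FLIPR read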
Target sequence (P37288 whole entry, looked up): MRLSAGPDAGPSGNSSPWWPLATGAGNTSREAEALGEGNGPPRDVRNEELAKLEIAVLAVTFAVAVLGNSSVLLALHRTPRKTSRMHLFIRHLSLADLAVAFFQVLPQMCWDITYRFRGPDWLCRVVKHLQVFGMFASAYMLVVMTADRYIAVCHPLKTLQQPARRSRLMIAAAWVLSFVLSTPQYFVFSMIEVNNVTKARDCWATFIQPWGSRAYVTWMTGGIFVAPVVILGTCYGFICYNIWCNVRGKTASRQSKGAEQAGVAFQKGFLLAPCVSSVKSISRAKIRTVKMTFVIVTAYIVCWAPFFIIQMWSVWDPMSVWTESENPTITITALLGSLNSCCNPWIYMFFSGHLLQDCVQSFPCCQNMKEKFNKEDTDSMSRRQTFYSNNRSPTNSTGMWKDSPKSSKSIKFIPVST
An asterisk follows results filed as active.

What do the screens show for `Cc1ccc(NC(=O)COc2ccccc2)c(NC(=O)c2ccccc2C)c1`?
CHO-K1 Ca PAM: 4; M1 ag parental: 2.0; TAAR1 antagonist: 19; GPR7 antagonist: 1; CHO-K1 Ca antag: 7; CHO parental Ca: -17; OXTR potentiate: -16; OXTR ag: -2.0; V1R ag counter: -1.3

What do the screens show for `COc1cc(C)nc(N(Cc2ccccc2)S(=O)(=O)c2ccccc2)n1`?
CHO-K1 Ca PAM: -2; M1 ag parental: 0.0; TAAR1 antagonist: 15; GPR7 antagonist: -9; CHO-K1 Ca antag: 10; CHO parental Ca: 8; OXTR potentiate: -14; OXTR ag: -1.7; V1R ag counter: -0.7

Results for CCOC(=O)c1ccc(-c2ccc3c(c2)CCC3)nc1C ?
CHO-K1 Ca PAM: -8; M1 ag parental: 0.6; TAAR1 antagonist: -21; GPR7 antagonist: -11; CHO-K1 Ca antag: -12; CHO parental Ca: -13; OXTR potentiate: -9; OXTR ag: 0.0; V1R ag counter: -0.8

What do the screens show for `CCn1cc(CN(C)S(=O)(=O)c2cccc([N+](=O)[O-])c2)cn1`?
CHO-K1 Ca PAM: 7; M1 ag parental: 13; TAAR1 antagonist: -22; GPR7 antagonist: -12; CHO-K1 Ca antag: 4; CHO parental Ca: -17; OXTR potentiate: -6; OXTR ag: -0.1; V1R ag counter: 0.7

Results for O=C(CCC(=O)N1CCCC1)Nc1nnc(C(F)(F)F)s1 ?
CHO-K1 Ca PAM: 7; M1 ag parental: -0.1; TAAR1 antagonist: -10; GPR7 antagonist: -13; CHO-K1 Ca antag: -9; CHO parental Ca: -12; OXTR potentiate: 1; OXTR ag: -0.4; V1R ag counter: 0.1

Results for O=C(C[n+]1ccccc1)N/N=C/c1ccccc1[N+](=O)[O-] ?
CHO-K1 Ca PAM: 9; M1 ag parental: 2.5; TAAR1 antagonist: 0; GPR7 antagonist: 4; CHO-K1 Ca antag: -20; CHO parental Ca: -5; OXTR potentiate: -9; OXTR ag: 0.6; V1R ag counter: 0.2

How did CC(=O)NC(Cc1c[nH]c2ccccc12)C(=O)NCc1ccc2c(c1)OCO2 (stereo unspecified) do in these assays?
CHO-K1 Ca PAM: -7; M1 ag parental: 0.2; TAAR1 antagonist: 4; GPR7 antagonist: -8; CHO-K1 Ca antag: 10; CHO parental Ca: -10; OXTR potentiate: -2; OXTR ag: 0.6; V1R ag counter: 0.2

What do the screens show for `Cc1ccccc1CSc1ncnc2ccccc12`?
CHO-K1 Ca PAM: 17; M1 ag parental: -0.3; TAAR1 antagonist: -34; GPR7 antagonist: -4; CHO-K1 Ca antag: -12; CHO parental Ca: -37; OXTR potentiate: -5; OXTR ag: -1.1; V1R ag counter: -0.2

How did O=C(O)CC(NC(=O)c1cccc(F)c1)c1ccc(OC2CCCC2)cc1 (stereo unspecified) do in these assays?
CHO-K1 Ca PAM: 12; M1 ag parental: 1.0; TAAR1 antagonist: -4; GPR7 antagonist: -6; CHO-K1 Ca antag: -12; CHO parental Ca: 5; OXTR potentiate: -3; OXTR ag: 0.9; V1R ag counter: 0.3

Results for CC1(C)CC(=O)c2cnc(NC(=O)CSC(=S)N3CCCCC3)nc2C1 ?
CHO-K1 Ca PAM: -11; M1 ag parental: 0.2; TAAR1 antagonist: -19; GPR7 antagonist: -10; CHO-K1 Ca antag: 13; CHO parental Ca: -10; OXTR potentiate: -4; OXTR ag: -0.5; V1R ag counter: 0.2

What do the screens show for `CCC(CC)Nc1ccc(C(CC(N)=O)NC(=O)c2ccccc2)cc1[N+](=O)[O-]` (stereo unspecified)?
CHO-K1 Ca PAM: -11; M1 ag parental: 0.2; TAAR1 antagonist: 0; GPR7 antagonist: -12; CHO-K1 Ca antag: 10; CHO parental Ca: -24; OXTR potentiate: -5; OXTR ag: -0.5; V1R ag counter: -1.3

What do the screens show for `CC(=O)c1c(OCC(=O)O)ccc2c(C)cc(=O)oc12`?
CHO-K1 Ca PAM: -9; M1 ag parental: 0.0; TAAR1 antagonist: -2; GPR7 antagonist: -10; CHO-K1 Ca antag: 8; CHO parental Ca: -6; OXTR potentiate: -3; OXTR ag: 0.7; V1R ag counter: 0.7

Results for O=C(N/N=C/c1ccc(O)c2ncccc12)c1cccc(Br)c1 ?
CHO-K1 Ca PAM: 23; M1 ag parental: 2.6; TAAR1 antagonist: 9; GPR7 antagonist: 5; CHO-K1 Ca antag: -9; CHO parental Ca: 15; OXTR potentiate: -2; OXTR ag: 3.3; V1R ag counter: 0.4

How did CCN(CC(=O)NCc1ccc(F)cc1)S(=O)(=O)c1ccc(C)cc1 do in these assays?
CHO-K1 Ca PAM: 2; M1 ag parental: 0.0; TAAR1 antagonist: -9; GPR7 antagonist: 1; CHO-K1 Ca antag: -5; CHO parental Ca: -16; OXTR potentiate: -3; OXTR ag: -1.7; V1R ag counter: -1.4

Results for COc1ccc(CNC(=O)C(=O)NCCCn2ccnc2)cc1 ?
CHO-K1 Ca PAM: 19; M1 ag parental: 1.3; TAAR1 antagonist: -31; GPR7 antagonist: -5; CHO-K1 Ca antag: -14; CHO parental Ca: -2; OXTR potentiate: 4; OXTR ag: 1.1; V1R ag counter: 0.9

Results for CCc1ccccc1N1CSC2=C(C#N)C(c3cc(OC)c(OC)cc3OC)CC(=O)N2C1 (stereo unspecified) ?
CHO-K1 Ca PAM: 15; M1 ag parental: 0.3; TAAR1 antagonist: -15; GPR7 antagonist: -3; CHO-K1 Ca antag: -4; CHO parental Ca: -14; OXTR potentiate: -5; OXTR ag: -1.1; V1R ag counter: -1.6

Results for Cn1ncc2c(NNC(=O)c3ccc(O)cc3)ncnc21 ?
CHO-K1 Ca PAM: 21; M1 ag parental: 1.5; TAAR1 antagonist: 2; GPR7 antagonist: -9; CHO-K1 Ca antag: -18; CHO parental Ca: 4; OXTR potentiate: -1; OXTR ag: 0.9; V1R ag counter: -0.2

How did CN(C)c1ccc(C(=O)n2nnc3ccccc32)cc1 do in these assays?
CHO-K1 Ca PAM: -8; M1 ag parental: -0.2; TAAR1 antagonist: -11; GPR7 antagonist: -1; CHO-K1 Ca antag: -7; CHO parental Ca: -4; OXTR potentiate: -1; OXTR ag: 0.1; V1R ag counter: 0.0

Results for CCOC(=O)C1CCN(c2ncnc3c2c(-c2ccccc2)cn3-c2ccccc2)CC1 ?
CHO-K1 Ca PAM: 9; M1 ag parental: 0.7; TAAR1 antagonist: -2; GPR7 antagonist: 3; CHO-K1 Ca antag: -1; CHO parental Ca: -22; OXTR potentiate: -17; OXTR ag: -1.1; V1R ag counter: 0.1

What do the screens show for `Cc1cccc(N2C(=O)c3cccnc3C2=O)c1`?
CHO-K1 Ca PAM: 12; M1 ag parental: 0.1; TAAR1 antagonist: 9; GPR7 antagonist: -6; CHO-K1 Ca antag: 2; CHO parental Ca: 9; OXTR potentiate: -11; OXTR ag: -0.1; V1R ag counter: 1.0

Results for O=C(Nc1ccc(C(=O)N2CCCC2)cc1)C1CCC1 ?
CHO-K1 Ca PAM: 13; M1 ag parental: 1.1; TAAR1 antagonist: -18; CHO-K1 Ca antag: -10

What do the screens show for `CCOc1c(Cl)cc(/C=C/C(=O)N(CC)CC(=O)NCc2cccs2)cc1OC`?
CHO-K1 Ca PAM: 0; M1 ag parental: 2.3; TAAR1 antagonist: 7; CHO-K1 Ca antag: -12; CHO parental Ca: -24; OXTR potentiate: -13; OXTR ag: -1.2; V1R ag counter: -1.5

How did Cc1ccccc1NC(=O)CSc1nc(N)c2c3c(sc2n1)CSC(C)(C)C3 do in these assays?
CHO-K1 Ca PAM: 15; M1 ag parental: 4.8; TAAR1 antagonist: -3; GPR7 antagonist: 1; CHO-K1 Ca antag: -11; CHO parental Ca: -9; OXTR potentiate: -6; OXTR ag: 2.2; V1R ag counter: 2.3

Results for CC(=O)Nc1ccc(S(=O)(=O)NCCNc2ccccc2[N+](=O)[O-])cc1 ?
CHO-K1 Ca PAM: 22; M1 ag parental: 1.5; TAAR1 antagonist: -4; GPR7 antagonist: -11; CHO-K1 Ca antag: -18; CHO parental Ca: -16; OXTR potentiate: -9; OXTR ag: -0.6; V1R ag counter: -0.7

Next section; it opens with the two that closed the last part.
How did Cc1ccccc1NC(=O)CSc1nc(N)c2c3c(sc2n1)CSC(C)(C)C3 do in these assays?
CHO-K1 Ca PAM: 15; M1 ag parental: 4.8; TAAR1 antagonist: -3; GPR7 antagonist: 1; CHO-K1 Ca antag: -11; CHO parental Ca: -9; OXTR potentiate: -6; OXTR ag: 2.2; V1R ag counter: 2.3

Results for CC(=O)Nc1ccc(S(=O)(=O)NCCNc2ccccc2[N+](=O)[O-])cc1 ?
CHO-K1 Ca PAM: 22; M1 ag parental: 1.5; TAAR1 antagonist: -4; GPR7 antagonist: -11; CHO-K1 Ca antag: -18; CHO parental Ca: -16; OXTR potentiate: -9; OXTR ag: -0.6; V1R ag counter: -0.7

Results for O=C(NNC(=O)C12CC3CC(CC(C3)C1)C2)c1ccccc1[N+](=O)[O-] ?
CHO-K1 Ca PAM: 0; M1 ag parental: 0.3; TAAR1 antagonist: -4; GPR7 antagonist: -2; CHO-K1 Ca antag: 4; CHO parental Ca: -3; OXTR potentiate: -10; OXTR ag: 0.8; V1R ag counter: 0.8

How did CCc1c(C(=O)N/N=C/c2ccc(C)o2)csc1C do in these assays?
CHO-K1 Ca PAM: 16; M1 ag parental: 3.1; TAAR1 antagonist: 40; GPR7 antagonist: 1; CHO-K1 Ca antag: -1; CHO parental Ca: -8; OXTR potentiate: 3; OXTR ag: -3.1; V1R ag counter: -1.6

Results for Cc1cc(Oc2ccc(-c3nnc(-c4ccccc4)o3)cc2[N+](=O)[O-])ccc1Cl ?
CHO-K1 Ca PAM: 19; M1 ag parental: 0.3; TAAR1 antagonist: -8; GPR7 antagonist: 2; CHO-K1 Ca antag: -4; CHO parental Ca: -9; OXTR potentiate: 0; OXTR ag: 0.3; V1R ag counter: -0.4

What do the screens show for `O=C(COc1cccc2c1CCN(Cc1ccc(Br)cc1)C2=O)NCc1ccco1`?
CHO-K1 Ca PAM: 18; M1 ag parental: 4.7; TAAR1 antagonist: 2; GPR7 antagonist: -4; CHO-K1 Ca antag: -5; CHO parental Ca: -17; OXTR potentiate: -4; OXTR ag: 0.4; V1R ag counter: 2.8

How did COc1cccc(N=C2SC(C(=O)Nc3ccc(F)cc3)CC(=O)N2C)c1 (stereo unspecified) do in these assays?
CHO-K1 Ca PAM: 5; M1 ag parental: 3.7; TAAR1 antagonist: 18; GPR7 antagonist: 11; CHO-K1 Ca antag: -1; CHO parental Ca: -12; OXTR potentiate: -5; OXTR ag: 1.5; V1R ag counter: 3.5

What do the screens show for `CCNC(=S)/N=C(\N)Nc1nc(C)c2cc(C)ccc2n1`?
CHO-K1 Ca PAM: 1; M1 ag parental: -0.2; TAAR1 antagonist: 8; GPR7 antagonist: -1; CHO-K1 Ca antag: -4; CHO parental Ca: -18; OXTR potentiate: -20; OXTR ag: -2.4; V1R ag counter: -1.5

Screening results (PubChem BioAssay)
